High-throughput results (PubChem BioAssay)
Pol iota inh: inhibitors of human DNA polymerase iota; Q9UNA4; Potency, µM (series often up to 115 µM), inactives show top-dose activity, negative = inhibition, usual class: inhibitors; Pol iota fluorescent replication assay, 10 min; AID 588590; actives 1% (n = 390,000); also: potency is read from the fitted curve at half-maximal effect
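Pol iota at 10 nM preincubated 15 min with compounds at room temperature; reaction started with fluorescent substrate, 50 nM final. Fluorescence read kinetically at 0 and 10 min; buffer-only wells as negative control.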
ERG Ets-DNA blk: ERG Ets/DNA interaction inhibition; Potency, µM (highest dose often 76.9 µM), without a hit: top-dose FP activity, negative = inhibition, most hits filed as inhibitors; fluorescence polarization, His-ERG Ets domain / labelled DNA; actives 0.028% (n = 370,000); active = well fitted inhibition curve with a large enough effect in the polarisation, with a control signal flat; inconclusive = small, poorly fitted or top-dose-only effect, or effect the other way, or a change in a side signal; inactive = no such curve, though single readings can be large or run the other way; the % refers to the polarisation;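 also: polarization taken with two DNA probes labelled with fluorescein and Texas red; potency is read from the fitted curve at half-maximal effect; % of control where 0% means no effect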
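His-tagged ERG Ets domain (1 uM in the protein solution; 300mM KCl, 50mM Tris-HCl, 1mM EDTA, 1mM DTT, pH 7.5) received compound, then a probe mix of 5 nM fluorescein-DNA and 100nM Texas-615-DNA. Fluorescence polarization was read for both dyes.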
POLB inh: blocks human DNA polymerase beta activity; Potency, µM (doses to about 114 µM), for inactives: at the top dose activity change, negative = inhibition, actives largely listed as inhibitors; Pol beta primer extension/strand displacement, fluorescence kinetic; actives 1.3% (n = 340,000); also: potency is read from the fitted curve at half-maximal effect; % is scaled to controls: 0 for no effect and ±100 for the full control effect
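Curves were derived by four-parameter Hill fits of normalized qHTS data. The kinetic fluorescent primer-extension read was taken at 0 and 10 min after 50 nM substrate, following a 15 min room-temperature preincubation of 10 nM enzyme with compounds.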
Pol kappa inh: blocks human DNA polymerase kappa activity; AID 588579; Potency, µM (highest dose often 107 µM), for inactives: at the top dose activity, negative = inhibition, actives largely listed as inhibitors; purified Pol kappa, fluorescent DNA synthesis assay, 10 min; actives 0.53% (n = 400,000); also: potency is read from the fitted curve at half-maximal effect; % is scaled to controls: 0 for no effect and ±100 for the full control effect
Target sequence (Q9UBT6 whole entry, looked up): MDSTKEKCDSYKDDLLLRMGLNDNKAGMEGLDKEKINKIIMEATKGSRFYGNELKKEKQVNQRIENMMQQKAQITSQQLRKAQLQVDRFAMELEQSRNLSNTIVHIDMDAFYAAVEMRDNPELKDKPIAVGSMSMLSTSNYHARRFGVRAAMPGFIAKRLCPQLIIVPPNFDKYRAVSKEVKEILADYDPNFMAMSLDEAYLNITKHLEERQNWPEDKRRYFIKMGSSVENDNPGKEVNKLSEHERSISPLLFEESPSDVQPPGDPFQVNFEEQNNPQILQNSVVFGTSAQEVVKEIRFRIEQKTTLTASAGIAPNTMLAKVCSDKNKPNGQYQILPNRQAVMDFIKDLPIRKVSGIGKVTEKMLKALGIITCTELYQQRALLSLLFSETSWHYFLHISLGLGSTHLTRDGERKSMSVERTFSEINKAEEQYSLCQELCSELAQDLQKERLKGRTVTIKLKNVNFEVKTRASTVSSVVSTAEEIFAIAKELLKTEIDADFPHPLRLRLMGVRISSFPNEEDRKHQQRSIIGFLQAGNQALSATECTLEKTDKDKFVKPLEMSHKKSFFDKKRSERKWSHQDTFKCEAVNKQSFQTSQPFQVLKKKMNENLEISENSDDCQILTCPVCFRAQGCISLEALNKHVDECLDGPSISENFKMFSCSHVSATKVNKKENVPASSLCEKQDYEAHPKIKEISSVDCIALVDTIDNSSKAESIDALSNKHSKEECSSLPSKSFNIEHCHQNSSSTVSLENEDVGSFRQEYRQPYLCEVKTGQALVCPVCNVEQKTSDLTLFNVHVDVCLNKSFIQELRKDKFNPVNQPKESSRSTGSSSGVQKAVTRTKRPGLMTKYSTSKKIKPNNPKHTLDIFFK
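First, compounds were pin-transferred onto 10 nM Pol kappa. After 15 min at room temperature, substrate was added to 50 nM final. Fluorescence was then measured kinetically at 0 and 10 min.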
Apoferritin bind: binds horse apoferritin like a general anesthetic; P02791; apoferritin/1-aminoanthracene competitive binding, fluorescence; Potency, µM (top dose mostly 77.5 µM), without a hit: top-dose activity change, negative = displacement, most hits filed as inhibitors; actives 0.074% (n = 350,000); also: potency is read from the fitted curve at half-maximal effect; % is scaled to controls: 0 for no effect and ±100 for the full control effect; nearly all actives have a fitted effect of over 20% in size
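Steps: apoferritin (10 uM) was premixed with half-saturated 1-AMA in PBS, compounds were pin-transferred, plates stood 10 min at room temperature, fluorescence was read at 380/535 nm, and curves were fitted with a Hill equation.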
TRHR ag: agonists of human TRH receptor | P34981 | TRHR cells, calcium flux fluo-8, FDSS agonist mode | activation, % at 2 µM | actives 0.18% (n = 360,000); in the data active = activation above about 30%; also: 0% is about no effect
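Steps: seed TRHR cells overnight; add fluo-8 no-wash Ca dye, RT 30 min–1.5 h; record 10 s baseline; pin-transfer compounds; monitor fluorescence 1 cycle/s for the agonist window. Calcium increases flag candidate agonists.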
BLM helicase inh: Bloom syndrome helicase (human) inhibition; P54132; Potency, µM (doses to about 56.1 µM), for the others: top-dose activity change, negative = inhibition, actives largely listed as inhibitors; actives 0.2% (n = 350,000); recombinant BLM DNA unwinding, fluorescence dequenching;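 also: potency is read from the fitted curve at half-maximal effect; plate controls were vehicle for no effect and no enzyme for full effect; nearly all actives have a fitted effect of over 35% in size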
APEX1 inh: blocks human APE1 abasic DNA cleavage | actives 0.35% (n = 350,000) | recombinant APE1, TAMRA/BHQ-2 abasic DNA cleavage fluorescence | Potency, µM (titrated, usually from 65.8 µM), inactives show top-dose activity change, negative = inhibition, actives largely listed as inhibitors | AID 2517 | P27695;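 also: potency is read from the fitted curve at half-maximal effect; plate controls were vehicle for no effect and reference inhibitor for full effect; nearly all actives have a fitted effect of over 55% in size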
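Quantitative HTS: incision of a TAMRA/BHQ-2 double-stranded substrate bearing a tetrahydrofuran abasic site by 0.75 nM APE1 raises fluorescence. Substrate 50 nM final, added after 15 min compound preincubation at room temperature; progress as third-minus-first kinetic read difference.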
12-LOX inh: inhibitors of human 12S-lipoxygenase ALOX12 | P18054 | AID 1671190 | Potency, µM (titrated, usually from 108 µM), for the others: top-dose activity change, negative = inhibition, actives largely listed as inhibitors | actives 1.1% (n = 580,000) | purified 12hLO, xylenol orange hydroperoxide absorbance; also: potency is read from the fitted curve at half-maximal effect; % is scaled to controls: 0 for no effect and ±100 for the full control effect
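Purified human 12hLO (150 nM final) in 25 mM Hepes, 0.01% Triton X-100, pH 7.0 was preincubated 15 min at room temperature with compound. Then 40 uM arachidonic acid was added, 30 min. Hydroperoxide was read by Fe-XO absorbance ratio 573/405 nm.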
An asterisk follows results filed as active; ? = inconclusive; nt = no result given; [ ] = remark or other dose. Unless noted, calls follow the shape of the dose curve; as a rule, active = well fitted curve in the direction sought with a large enough effect; inconclusive = small, poorly fitted or top-dose-only effect, or another doubt; inactive = no such curve, though single readings can be large; an effect the other way counts as inactive or inconclusive.

No. | SMILES | Pol iota inh | ERG Ets-DNA blk | POLB inh | Pol kappa inh | Apoferritin bind | TRHR ag | BLM helicase inh | APEX1 inh | 12-LOX inh
1 | Cc1cc(NS(=O)(=O)c2ccc(NC(=O)c3ccc(Br)o3)cc2)nc(C)n1 | ? | 0% | ? | -21% | -3% | 0.1 | -1% | -4% | -1%
2 | N#C/C(=C\c1cccnc1)C(=O)Nc1ccccc1 | 81%[activator] | 5% | -7% | -8% | -12% | 0.7 | -8% | -2% | -26%
3 | Cc1cc(C(=O)NC2CCCc3c2cnn3-c2ccc(C)c(C)c2)n(C)n1 (stereo not drawn) | ? | -6% | 0% | 18% | 4% | 0.0 | -2% | -2% | 21%
4 | O=C(OCc1cc(-c2ccccc2)no1)c1ccc2ccccc2n1 | -6% | -2% | 2% | -16% | ? | 0.2 | -3% | -5% | ?
5 | CCOc1ccccc1C(=O)Nc1ccccc1C(N)=O | -17% | -7% | -4% | -8% | 36%[activator] | -0.6 | -11% | 2% | -19%
6 | NS(=O)(=O)c1ccc(NC(=O)COC(=O)c2ncc(Cl)c(Cl)c2Cl)cc1 | 35%[activator] | -5% | nt | 5% | nt | nt | nt | 17% | ?
7 | CCOc1ccccc1CNC(=O)c1ccc2nc(CCc3ccccc3)oc2c1 | -6% | -1% | -28% | -17%[60.1 µM] | -6% | 1.4 | -4% | nt | 1%
8 | NS(=O)(=O)c1ccc(NC(=O)CSc2nnc(NC3CC3)s2)cc1 | 40µM* | -13% | nt | ? | nt | 0.4 | nt | 11µM* | ?
9 | CCCCc1ccc(/C(C)=N/NC(=O)C2CCCC2)cc1 | -2% | -4% | 41% | 14% | -2% | -0.1 | -6% | 0% | -5%
10 | CC(=O)Nc1ccccc1-c1nn[nH]n1 | 8% | 7% | -2% | 0% | -1% | 44* | -2% | -1% | ?
11 | Cc1noc(C)c1S(=O)(=O)N1CCC(C(=O)Nc2ccc(OC(F)(F)F)cc2)CC1 | 15% | -2% | -14% | -19% | -1% | 1.1 | -5% | 27% | 0%[57.4 µM]
12 | CC(=O)c1nnn(-c2nc(N3CCCC3)nc(N(c3ccccc3)c3ccccc3)n2)c1C | 15% | 6% | ? | -25% | 1% | 0.7 | 0% | -3% | 0%
13 | CCOc1ccc(-c2nnc(N(CC)C(=O)C3CCC3)s2)cc1 | 7% | 0% | -26% | -9% | -8% | 1.1 | -5% | -1% | -2%
14 | COC(=O)C1=C(C)N(Cc2ccccc2)C(=O)N[C@H]1c1ccc(Br)cc1 | 39% | 5% | -18% | 14% | -6% | 0.2 | -1%[12.4 µM] | 20%[12.4 µM] | 11%
15 | O=C(Nc1cccnc1Cl)c1cc2ccccc2o1 | -8% | -3% | 53% | 23% | -6% | -0.4 | 0% | -14% | 10%

Three compounds already listed, sorted by the number in Pol iota inh, lowest first.
no.	canonical_smiles	Pol iota inh
4	O=C(OCc1cc(-c2ccccc2)no1)c1ccc2ccccc2n1	-6%
12	CC(=O)c1nnn(-c2nc(N3CCCC3)nc(N(c3ccccc3)c3ccccc3)n2)c1C	15%
14	COC(=O)C1=C(C)N(Cc2ccccc2)C(=O)N[C@H]1c1ccc(Br)cc1	39%

Other entries follow.
No. | SMILES | Pol iota inh | ERG Ets-DNA blk | POLB inh | Pol kappa inh | Apoferritin bind | TRHR ag | BLM helicase inh | APEX1 inh | 12-LOX inh
16 | CC(Sc1nnnn1-c1ccc(Cl)cc1)C(=O)NCC(=O)Nc1ccc(F)c(F)c1F (stereo not drawn) | -11% | nt | -15% | -6% | -11% | 0.5 | 1% | 9% | 1%
17 | CCN1CCN(c2ncc(C(=O)N3CCN(c4ccccc4OC)CC3)c3ccccc23)CC1 | 46%[activator] | -6% | nt | 3% | nt | nt | nt | nt | 9%
18 | COc1cc(O)ccc1-c1nc2cc(C)ccn2c1Nc1ccccc1C | 3% | -1% | -9% | -25% | -1% | 1.0 | -15% | nt | -16%
19 | CC(C)Oc1ccc(CNC(=O)Cn2c(=O)c3cccn3c3cccnc32)cc1 | -3% | 1% | -6% | -20% | -5% | 0.0 | -3% | 9% | -5%
20 | S=C(NC1CCCCC1)c1ccc2c(c1)OCO2 | 22% | 7% | 10% | -10% | -18% | -0.5 | -5% | 10% | ?
21 | Cn1c(-c2ccc(=O)[nH]c2)nc2ccccc21 | 133%[activator] | 14% | 31% | -3% | -2% | -0.4 | -15% | -3% | 0%
22 | COc1cccc(NC(=O)c2csc3c2CCCC3)c1 | 104%[activator] | 10% | 1% | -7% | ? | -1.1 | -11% | -1% | -15%
23 | Cc1n[nH]c(C)c1CS(=O)(=O)c1ccccc1 | -4% | 7% | 21% | -2% | 4% | 0.2 | 1% | 20% | 2%
24 | CCSc1nnc(NC(=O)c2ccc(F)c(S(=O)(=O)N3CCOCC3)c2)s1 | 11% | -2% | nt | -4% | nt | -0.1 | nt | 8% | 43%[activator]

Ordered by length of the SMILES (high to low): six of the compounds above.
No. | SMILES | Pol iota inh | ERG Ets-DNA blk | POLB inh | Pol kappa inh | Apoferritin bind | TRHR ag | BLM helicase inh | APEX1 inh | 12-LOX inh
16 | CC(Sc1nnnn1-c1ccc(Cl)cc1)C(=O)NCC(=O)Nc1ccc(F)c(F)c1F (stereo not drawn) | -11% | nt | -15% | -6% | -11% | 0.5 | 1% | 9% | 1%
24 | CCSc1nnc(NC(=O)c2ccc(F)c(S(=O)(=O)N3CCOCC3)c2)s1 | 11% | -2% | nt | -4% | nt | -0.1 | nt | 8% | 43%[activator]
19 | CC(C)Oc1ccc(CNC(=O)Cn2c(=O)c3cccn3c3cccnc32)cc1 | -3% | 1% | -6% | -20% | -5% | 0.0 | -3% | 9% | -5%
23 | Cc1n[nH]c(C)c1CS(=O)(=O)c1ccccc1 | -4% | 7% | 21% | -2% | 4% | 0.2 | 1% | 20% | 2%
22 | COc1cccc(NC(=O)c2csc3c2CCCC3)c1 | 104%[activator] | 10% | 1% | -7% | ? | -1.1 | -11% | -1% | -15%
20 | S=C(NC1CCCCC1)c1ccc2c(c1)OCO2 | 22% | 7% | 10% | -10% | -18% | -0.5 | -5% | 10% | ?

Not all compounds are listed; the hit share may differ from the screen's.
